Bioassay records: PubChem BioAssay, several laboratories
Shn3 inh set2: reduces Shn3 3'UTR luciferase signal in osteoblasts; Clone20 osteoblast Shn3 3'UTR firefly luciferase, 24 h; inhibition, % at 12.5 µM; 360,000 tested, 0.52% active; AID 588674;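 active means mean inhibition of at least 75% with every replicate also reaching 75%; inconclusive means mean inhibition at least 75% but some replicate below; inactive means mean inhibition below 75%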;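 further: 0% = median of neutral control wells and 100% = pilot-screen positive control compound; some compounds past the cut are filed as inactive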
NR2E3 ag-1: activates human photoreceptor nuclear receptor NR2E3; Q9Y5X4; GST-NR2E3/biotin-RetCOR TR-FRET, 1536-well; inhibition of corepressor binding, % at 4.78 µM; 320,000 tested, 0.12% active; AID 2300;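 active means percent inhibition above the cutoff of mean plus 3 SD of all tested compounds, set per screening campaign, cut at about 20% in these data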;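 further: 0% = DMSO wells and 100% = biotin wells as full block of FRET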
Target sequence (Q9Y5X4 whole entry, looked up): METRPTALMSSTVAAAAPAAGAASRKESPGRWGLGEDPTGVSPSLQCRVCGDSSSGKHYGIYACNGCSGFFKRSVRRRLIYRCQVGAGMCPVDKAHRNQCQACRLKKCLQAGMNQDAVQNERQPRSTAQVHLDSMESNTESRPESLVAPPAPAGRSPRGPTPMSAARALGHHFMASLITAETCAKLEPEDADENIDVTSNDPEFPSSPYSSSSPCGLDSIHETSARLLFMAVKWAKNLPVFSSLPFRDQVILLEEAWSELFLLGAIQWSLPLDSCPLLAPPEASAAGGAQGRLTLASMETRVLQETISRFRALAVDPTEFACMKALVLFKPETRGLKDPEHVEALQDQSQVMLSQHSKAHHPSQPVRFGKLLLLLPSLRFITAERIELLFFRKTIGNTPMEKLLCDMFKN
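System: GST-tagged NR2E3 plus biotinylated RetCOR corepressor; Amount: 1.35 nM GST-tagged NR2E3 final; Dosing: single nominal compound dose of 4.8 µM; Schedule: 5 h incubation at 4 °C; Technique: TR-FRET with europium anti-GST and streptavidin-D2, 340 nm excitation; Controls: biotin wells as high control, 0.6% DMSO wells as low control.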
NR2E3 ag-2: activates human NR2E3 receptor; CHO-S Gal4-NCOR/VP16-NR2E3 two-hybrid, luciferase; inhibition of corepressor binding, % at 3.98 µM; 360,000 tested, 0.35% active; AID 602229;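 active means inhibition above the mean of all tested compounds plus 3 SD, cut at about 70% in these data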;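 further: 0% = DMSO with NR2E3 transfected cells and 100% = cells lacking NR2E3 construct; higher means lower luciferase signal from less NR2E3 corepressor binding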
HIF-2a inh: blocks HIF-2a reporter activity; 786-0 RCC cells HIF-2a reporter, luciferase luminescence, overnight; 360,000 tested, 0.72% active; inhibition, % at 18.8 µM;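 active means inhibition of the luminescence signal of 40% or more relative to plate controls, in a single-dose primary screen at 18.75 µM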
MITF TRPM1 inh: reduces MITF-dependent TRPM1 promoter luciferase signal | SK-MEL-5 TRPM1 promoter luciferase, 24 h | AID 488899 | 330,000 tested, 0.83% active | inhibition, % at 12.5 µM;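 active means mean inhibition across replicates of 60% or more, whatever share of single replicates reaches that level; inconclusive means some that reach 60%, reason not given; inactive means mean inhibition across replicates below 60%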; further: values of inactives mirror those of a sister screen read the other way
H9c2 protect: myocardial damage modulation in H9c2 cells; H9c2 cardiomyocytes, H2O2 injury protection, ATPLite, 2 h; protection from H2O2 cell death, % at 20 µM; 360,000 tested, 0.63% active; AID 588492;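 active means compounds giving at least 50% protection of heart cells from peroxide-induced death in the single-dose screen, raw or plate-pattern-corrected value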;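 further: 0% = DMSO wells with peroxide and 100% = DMSO wells without peroxide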
PDI turbidity: inhibitors of human protein disulfide isomerase; P07237; PDI insulin aggregation turbidity, A650, 90 min; inhibition, % at 10 µM; 350,000 tested, 0.052% active; AID 588391;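 active means mean inhibition across replicates of 30% or more, whatever share of single replicates reach that level; inconclusive means mean inhibition below 30% while every single replicate reaches 30%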;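 further: absorbance from insulin aggregation driven by PDI reduction with DTT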
Target sequence (P07237 whole entry, looked up): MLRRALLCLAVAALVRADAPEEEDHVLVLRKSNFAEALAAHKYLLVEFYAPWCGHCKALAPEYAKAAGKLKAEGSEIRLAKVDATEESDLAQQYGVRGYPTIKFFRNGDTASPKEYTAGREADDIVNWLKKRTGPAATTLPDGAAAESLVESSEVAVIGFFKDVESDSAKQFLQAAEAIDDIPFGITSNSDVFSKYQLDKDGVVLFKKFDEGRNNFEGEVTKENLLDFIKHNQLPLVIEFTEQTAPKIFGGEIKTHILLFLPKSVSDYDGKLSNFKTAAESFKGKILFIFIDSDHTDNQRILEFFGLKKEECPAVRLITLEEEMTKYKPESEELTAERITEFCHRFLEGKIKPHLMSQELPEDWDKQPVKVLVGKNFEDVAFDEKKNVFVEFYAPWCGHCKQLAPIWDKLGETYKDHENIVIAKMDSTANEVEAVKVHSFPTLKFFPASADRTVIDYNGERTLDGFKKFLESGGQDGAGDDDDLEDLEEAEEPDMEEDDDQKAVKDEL
Peg3 prom inh: inhibitors of Peg3 promoter. inhibition, % at 20 µM. 360,000 tested, 1.7% active. HeLa PEG-Prom luciferase reporter, luminescence, overnight;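 active means inhibition of at least 50% at 20 µM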
CaV13 ICDI inh: Disruptors of the CACNA1D IQ motif to Ca2+-dependent inactivation inhibitor domain association, primary screening, Förster resonance energy transfer in intact living … | HEK cells, CFP/YFP FRET ICDI-IQ, plate reader, 10 min; percent FRET-ratio fall versus neutral wells | inhibition, % at 12.3 µM | 340,000 tested, 0.098% active | AID 743397;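 active means mean replicate inhibition of at least 30% and at least 1% of replicates passing that level; inconclusive means only one of the two criteria is met; inactive means neither criterion is met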;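 further: 0% = median of the neutral control wells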
m5-HT2A agonist: agonists of mouse serotonin 5-HT2A receptor (HTR2A); CHO-K1 mHTR2A beta-arrestin complementation, luminescence; percent of 30 µM serotonin response; AID 624169; activation, % at 7.6 µM; P35363; 360,000 tested, 0.66% active;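 active means activation above a run cutoff, the mean activation of all tested compounds plus 3 SD, cut at about 14% in these data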;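 further: 0% = plate median of compound wells and 100% = 30 µM serotonin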
iPSC survival up: enhancers of human iPSC single-cell survival; hiPSC single-cell survival, ATPlite luminescence; 100% = ROCK inhibitor wells, 0% = DMSO; survival enhancement, % at 20 µM; 360,000 tested, 0.044% active; AID 602274; in the data active means survival enhancement above about 18%;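 further: cells exposed to compounds for 16 hours before the ATP read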
Active calls of the source: *; ? = inconclusive; / = not tested or not shown.

SMILES	Shn3 inh set2	NR2E3 ag-1	NR2E3 ag-2	HIF-2a inh	MITF TRPM1 inh	H9c2 protect	PDI turbidity	Peg3 prom inh	CaV13 ICDI inh	m5-HT2A agonist	iPSC survival up
COC(=O)C1=C(C)OC(N)=C(C#N)C1c1cccnc1 (centres undefined)	-3.5	5.4	2.3	13.1	10.5	-1.1	3.3	-2.6	-4.0	-1.4	-1.7
COc1cccc(C(=O)Nc2ccc3c(c2)C(=O)N(CC2CCCO2)C3=O)c1 (centres undefined)	-20.3	-0.1	-38.7	-90.7	-17.1	-4.9	8.0	-35.8	-5.8	9.4	1.4
CC(=O)Nc1cccc(NC(=O)CCNC(=O)c2ccccc2)c1	-1.9	/	7.6	8.0	3.2	3.9	3.3	-1.5	-4.4	-0.4	1.0
C=CCOC(=O)Nc1c(C(=O)OC)[nH]c2ccccc12	10.2	-4.4	6.2	9.1	19.2	5.2	5.1	7.1	-1.0	-0.5	4.8
CCOC(=O)C1(CCCc2ccccc2)CCN(C(=O)CCc2cnn(C)c2)CC1	-5.4	5.6	-3.0	-1.6	-7.0	-6.3	13.3	0.8	-5.5	2.1	0.7
Cc1cc(C)n2ncc(C(=O)NC3CCCCC3)c2n1	10.6	1.0	-31.8	25.4	13.8	1.7	20.4	10.3	0.6	-1.1	4.7
Cc1noc(C)c1NC(=O)N(C)C[C@H]1Oc2ccc(NC(=O)NC(C)C)cc2C(=O)N([C@H](C)CO)C[C@@H]1C	-40.0	/	-31.5	13.4	4.3	-6.7	-2.1	-9.7	-10.7	-6.3	-0.8
Cc1ccc(CONC(=O)c2ccc(OC(F)F)cc2)cc1	-28.3	2.4	-54.0	-184.1	-48.2	-2.9	12.5	-124.8	-2.6	0.1	-0.7
Cc1nn(-c2ccccc2)c(C)c1C(=O)OCc1ccc(C#N)cc1	-13.3	-3.2	-57.2	-61.1	-17.4	2.9	4.8	-54.0	-19.5	-3.1	-0.5
CSc1ccc(CCNS(=O)(=O)c2csc(C(N)=O)c2)cc1	24.1	-2.8	6.8	1.5	4.0	-8.0	-5.1	6.3	-3.0	-1.8	-0.2
Cc1ccc(N2CCN(S(=O)(=O)c3c(C)noc3C)CC2C)cc1 (centres undefined)	-14.8	1.4	-35.6	3.0	5.7	-3.7	-6.1	14.9	-4.9	6.3	-0.4
CCCCn1nnnc1C(c1ccccc1)N1CCN(c2ccc(F)cc2)CC1 (centres undefined)	/	/	-18.8	9.7	/	/	/	/	-5.4	-5.2	-0.5
Cc1cccc(C)c1NC(=O)CSc1nc(-c2ccco2)cc(C(F)(F)F)n1	15.2	5.4	-9.4	12.4	6.6	-1.6	-2.5	23.3	-8.4	-2.5	2.1
Cc1cccc(/C=N\NC(=O)c2sccc2-n2cccc2)c1	-18.3	1.3	-24.4	-292.9	-16.2	-14.0	-1.0	-167.0	/	-4.7	1.6
CCOc1c(C=C(C#N)C#N)c2ccccc2n1CC	8.0	0.5	-11.7	24.8	6.5	-2.5	-8.7	27.4	-2.8	-3.5	-0.1
CCCCN=C(N)/C(C(=O)OCC)=C(\O)c1ccc(OC)cc1	3.9	0.5	-4.0	-17.9	0.1	-8.4	-5.2	8.4	-0.4	-1.9	-0.7
O=C(Cn1cc(COc2cccc([N+](=O)[O-])c2)nn1)c1ccc(O)cc1	-1.3	/	-13.0	5.3	-8.5	-3.3	1.4	-11.8	-7.2	-1.3	-1.7
CCCCN(C)CCn1c(=S)[nH]c2cc(OCC)c(OCC)cc2c1=O	-6.5	2.0	-7.7	17.7	22.3	1.4	1.4	13.3	3.6	-5.1	-0.5
CCC(=O)NC(Cc1ccccc1)c1nc2ccccc2[nH]1 (centres undefined)	6.9	/	-33.7	-1.2	7.4	0.4	-1.8	12.6	5.9	10.5	0.1
CCc1cc([N+](=O)[O-])cc(CC)c1N	9.6	-0.2	-14.2	6.1	-2.0	-6.7	9.3	-2.7	/	-4.3	-1.9
COc1ccc(NC(=O)N(C)C[C@H]2Oc3c(NS(=O)(=O)c4ccc(OC)cc4)cccc3C(=O)N([C@H](C)CO)C[C@@H]2C)cc1	5.0	/	10.9	7.4	5.1	4.7	-24.7	7.1	-5.2	4.7	1.8
O=C(/C=C/c1ccccc1)N(Cc1cccs1)C1CCS(=O)(=O)C1 (centres undefined)	19.4	1.9	-12.9	9.0	-0.4	-3.2	2.1	11.0	-4.4	0.9	-0.8
COC(=O)C1=C(C)Nc2sc(C(N)=O)c(N)c2C1c1ccncc1 (centres undefined)	-12.2	1.7	0.5	14.7	-6.0	3.7	-0.4	2.3	-2.8	0.9	0.6
COc1ccc(S(=O)(=O)Cc2ccc(C(=O)NCCCN(C)c3ccccc3)o2)cc1	23.7	1.1	5.3	1.2	-3.4	14.6	7.2	16.4	-5.2	0.4	5.1
Cc1ccc(NC(=O)C2=CCN(S(=O)(=O)c3ccc(F)cc3)CC2)c(C)c1	20.5	1.9	5.5	-3.4	4.1	1.7	-2.1	0.5	?	-6.4	-2.1
CCOC(CCn1c(SCC(=O)Nc2cc(C)on2)nc2ccccc2c1=O)OCC	-5.4	3.6	10.2	9.1	15.4	5.0	-5.6	12.1	4.5	9.9	3.4
CCOCCCNS(=O)(=O)Cc1ccccc1	-3.5	-3.3	-0.1	5.2	-6.7	7.4	4.6	12.9	-4.3	-0.7	2.7
COc1ccccc1CNN	8.2	-1.2	-6.2	9.5	22.4	3.5	1.9	12.1	2.9	-1.9	0.7
O=C1OCCC1Sc1nnc(-c2ccc(Cl)cc2)n1Cc1ccccc1 (centres undefined)	-10.8	2.3	-19.7	24.9	7.7	-12.3	1.8	9.6	-3.2	1.1	4.0
O=C(O)CCC(=O)Nc1ccc(C(=O)OC2CCCCC2)cc1	4.1	4.2	2.6	52.5*	7.5	-0.7	19.1	9.3	-7.9	8.4	-1.0
Cc1cc2cc(CCNC(=O)CCc3ccccc3)c(=O)[nH]c2cc1C	-0.3	4.1	-0.3	8.5	6.1	2.5	0.6	16.2	-5.4	21.9*	1.6
Cc1cc(C(C)(C)C)oc1C(=O)N(CC(=O)NC1CCCC1)c1cccc(C(F)(F)F)c1	-2.2	-0.7	-20.6	2.8	16.7	-3.9	-1.2	32.5	/	-4.2	-2.4
Cc1ccc(S(=O)(=O)N2C[C@@H]3CCCC[C@@H]3[C@@H](C)[C@H]2c2cn(Cc3ccccc3)c3ccccc23)cc1	81.0	/	-1.4	-18.3	49.3	-19.1	-4.2	9.8	-6.2	2.2	1.3
COc1ccc(OC)c(C(=O)COC(=O)c2cccnc2Cl)c1	10.0	-0.3	-2.6	8.2	1.5	5.5	-4.2	2.6	-5.1	0.8	-0.5
COc1cc(-c2nc(-c3ccccc3)c(-c3ccc(F)cc3)[nH]2)cc2c1OCO2	28.7	1.5	-2.0	8.5	4.1	-13.6	2.7	8.6	-14.4	4.5	-0.8
COc1cc(OC)cc(C(=O)Nc2nnc(SCC(=O)NCc3ccco3)s2)c1	-23.8	0.6	-38.9	-94.2	-25.5	-0.2	2.5	-61.1	-8.7	-4.5	-0.1
Cc1cc(C(=O)Nc2cccc3c2O[C@@H](CN(C)S(=O)(=O)c2ccccc2)[C@H](C)CN([C@@H](C)CO)C3=O)n(C)n1	8.0	/	3.0	-4.3	3.2	1.2	-4.1	10.6	7.7	-2.5	14.3
COc1ccc(S(=O)(=O)Nc2ccc(Oc3ncccn3)c(Cl)c2)cc1	8.4	-0.7	10.2	9.0	9.9	-8.4	0.6	32.3	-3.7	-2.6	0.6
CC(C)C[C@H]1CNC(=O)C(=O)N1C[C@@H]1CCCN1C[C@H](Cc1ccccc1)N1C[C@H](Cc2ccccc2)N(CCc2ccccc2)C(=O)C1=O	/	/	8.2	-9.1	/	/	/	/	-6.1	-5.8	-0.7
COc1ccc(NC(=O)C2CCC(C(C)(C)C)CC2)cc1S(=O)(=O)N1CCCCC1 (centres undefined)	17.1	-0.1	8.4	14.5	1.5	-3.9	-2.4	31.5	-6.3	2.2	-0.6
CCOC(=O)c1c(NC(=O)CSc2nnnn2C)sc(C(=O)N(C)C)c1C	-0.2	0.5	-25.4	7.1	4.3	0.7	-6.0	3.7	0.4	8.3	-1.5
Cc1ccc(OCc2cc(C(=O)N3CCC(Oc4cccnc4)CC3)no2)cc1C	35.3	1.0	96.9*	-63.2	-12.0	-10.4	2.1	-44.1	-6.9	7.8	-0.5
CCOC(=O)COc1cc2c3c(c(=O)oc2cc1C)CCCC3	8.0	-1.6	-3.2	22.7	11.7	-14.0	4.7	-1.4	-5.2	-7.4	3.0
CC1=NN(c2ccc(C(=O)O)cc2)C(=O)CC1	-13.8	4.3	-24.7	9.7	-6.5	-3.0	1.5	9.3	4.5	-3.8	0.2
Cc1cccc(-n2cc(CNCCc3nc(C)cc(C)n3)c(-c3cccc(F)c3)n2)c1	5.9	0.9	-15.2	-23.2	-9.4	24.1	0.5	1.3	-5.9	-4.6	0.5
CC[C@H](C)[C@H](NC(N)=O)C(=O)Nc1ccc(OC)c(Cl)c1	-5.7	2.8	5.7	7.0	-8.4	3.5	20.4	2.4	1.7	-0.8	0.2
COc1ccccc1CNC(=O)CCNS(=O)(=O)c1ccc2[nH]c(=O)oc2c1	-6.8	4.1	4.0	4.9	13.8	-3.2	-1.3	11.3	-1.8	2.1	-0.6
Cc1nn(Cc2ccc(Cl)cc2Cl)c(C)c1NC(=O)CCl	-35.9	-0.7	-11.7	15.8	37.9	-4.7	10.9	43.6	-3.0	3.4	-1.1
O=C(/C(=C(\[O-])c1ccccc1)[n+]1ccc2ccccc2c1)c1ccccc1	-33.3	-1.3	-47.3	-63.6	17.3	1.3	-0.5	-36.6	-3.3	-1.3	-2.5
COc1ccccc1N1CCN(C(=O)c2ccc(COc3cccc4c3OC(C)(C)C4)cc2)CC1	26.7	0.6	8.5	-2.0	11.4	-3.2	1.1	22.9	/	-2.7	-0.5
O=C1CN(CC(=O)NC2CCCc3ccccc32)CCN1 (centres undefined)	-1.3	-1.1	-24.7	9.3	5.9	4.0	-4.5	4.1	-18.0	-0.3	0.2
